# Pf apPOL block = Pf-apPOL DNA polymerase inhibition; Recombinant Pf-apPOL, molecular beacon fluorescence, 1.5 h; inhibition, % at 10 µM; hit rate 0.25% among 210,000; AID 1794808
# mHTT-CaM PPI inh = mHTT-calmodulin interaction abrogation. hit rate 3.6% among 190,000. AID 1671202. AlphaScreen His-mHTT/GST-CaM binding, luminescence. P42858. inhibition, % at 15 µM;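 further: 0% = both proteins with DMSO and 100% = one protein alone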
# Target sequence (P42858 whole entry, looked up, stated change not applied): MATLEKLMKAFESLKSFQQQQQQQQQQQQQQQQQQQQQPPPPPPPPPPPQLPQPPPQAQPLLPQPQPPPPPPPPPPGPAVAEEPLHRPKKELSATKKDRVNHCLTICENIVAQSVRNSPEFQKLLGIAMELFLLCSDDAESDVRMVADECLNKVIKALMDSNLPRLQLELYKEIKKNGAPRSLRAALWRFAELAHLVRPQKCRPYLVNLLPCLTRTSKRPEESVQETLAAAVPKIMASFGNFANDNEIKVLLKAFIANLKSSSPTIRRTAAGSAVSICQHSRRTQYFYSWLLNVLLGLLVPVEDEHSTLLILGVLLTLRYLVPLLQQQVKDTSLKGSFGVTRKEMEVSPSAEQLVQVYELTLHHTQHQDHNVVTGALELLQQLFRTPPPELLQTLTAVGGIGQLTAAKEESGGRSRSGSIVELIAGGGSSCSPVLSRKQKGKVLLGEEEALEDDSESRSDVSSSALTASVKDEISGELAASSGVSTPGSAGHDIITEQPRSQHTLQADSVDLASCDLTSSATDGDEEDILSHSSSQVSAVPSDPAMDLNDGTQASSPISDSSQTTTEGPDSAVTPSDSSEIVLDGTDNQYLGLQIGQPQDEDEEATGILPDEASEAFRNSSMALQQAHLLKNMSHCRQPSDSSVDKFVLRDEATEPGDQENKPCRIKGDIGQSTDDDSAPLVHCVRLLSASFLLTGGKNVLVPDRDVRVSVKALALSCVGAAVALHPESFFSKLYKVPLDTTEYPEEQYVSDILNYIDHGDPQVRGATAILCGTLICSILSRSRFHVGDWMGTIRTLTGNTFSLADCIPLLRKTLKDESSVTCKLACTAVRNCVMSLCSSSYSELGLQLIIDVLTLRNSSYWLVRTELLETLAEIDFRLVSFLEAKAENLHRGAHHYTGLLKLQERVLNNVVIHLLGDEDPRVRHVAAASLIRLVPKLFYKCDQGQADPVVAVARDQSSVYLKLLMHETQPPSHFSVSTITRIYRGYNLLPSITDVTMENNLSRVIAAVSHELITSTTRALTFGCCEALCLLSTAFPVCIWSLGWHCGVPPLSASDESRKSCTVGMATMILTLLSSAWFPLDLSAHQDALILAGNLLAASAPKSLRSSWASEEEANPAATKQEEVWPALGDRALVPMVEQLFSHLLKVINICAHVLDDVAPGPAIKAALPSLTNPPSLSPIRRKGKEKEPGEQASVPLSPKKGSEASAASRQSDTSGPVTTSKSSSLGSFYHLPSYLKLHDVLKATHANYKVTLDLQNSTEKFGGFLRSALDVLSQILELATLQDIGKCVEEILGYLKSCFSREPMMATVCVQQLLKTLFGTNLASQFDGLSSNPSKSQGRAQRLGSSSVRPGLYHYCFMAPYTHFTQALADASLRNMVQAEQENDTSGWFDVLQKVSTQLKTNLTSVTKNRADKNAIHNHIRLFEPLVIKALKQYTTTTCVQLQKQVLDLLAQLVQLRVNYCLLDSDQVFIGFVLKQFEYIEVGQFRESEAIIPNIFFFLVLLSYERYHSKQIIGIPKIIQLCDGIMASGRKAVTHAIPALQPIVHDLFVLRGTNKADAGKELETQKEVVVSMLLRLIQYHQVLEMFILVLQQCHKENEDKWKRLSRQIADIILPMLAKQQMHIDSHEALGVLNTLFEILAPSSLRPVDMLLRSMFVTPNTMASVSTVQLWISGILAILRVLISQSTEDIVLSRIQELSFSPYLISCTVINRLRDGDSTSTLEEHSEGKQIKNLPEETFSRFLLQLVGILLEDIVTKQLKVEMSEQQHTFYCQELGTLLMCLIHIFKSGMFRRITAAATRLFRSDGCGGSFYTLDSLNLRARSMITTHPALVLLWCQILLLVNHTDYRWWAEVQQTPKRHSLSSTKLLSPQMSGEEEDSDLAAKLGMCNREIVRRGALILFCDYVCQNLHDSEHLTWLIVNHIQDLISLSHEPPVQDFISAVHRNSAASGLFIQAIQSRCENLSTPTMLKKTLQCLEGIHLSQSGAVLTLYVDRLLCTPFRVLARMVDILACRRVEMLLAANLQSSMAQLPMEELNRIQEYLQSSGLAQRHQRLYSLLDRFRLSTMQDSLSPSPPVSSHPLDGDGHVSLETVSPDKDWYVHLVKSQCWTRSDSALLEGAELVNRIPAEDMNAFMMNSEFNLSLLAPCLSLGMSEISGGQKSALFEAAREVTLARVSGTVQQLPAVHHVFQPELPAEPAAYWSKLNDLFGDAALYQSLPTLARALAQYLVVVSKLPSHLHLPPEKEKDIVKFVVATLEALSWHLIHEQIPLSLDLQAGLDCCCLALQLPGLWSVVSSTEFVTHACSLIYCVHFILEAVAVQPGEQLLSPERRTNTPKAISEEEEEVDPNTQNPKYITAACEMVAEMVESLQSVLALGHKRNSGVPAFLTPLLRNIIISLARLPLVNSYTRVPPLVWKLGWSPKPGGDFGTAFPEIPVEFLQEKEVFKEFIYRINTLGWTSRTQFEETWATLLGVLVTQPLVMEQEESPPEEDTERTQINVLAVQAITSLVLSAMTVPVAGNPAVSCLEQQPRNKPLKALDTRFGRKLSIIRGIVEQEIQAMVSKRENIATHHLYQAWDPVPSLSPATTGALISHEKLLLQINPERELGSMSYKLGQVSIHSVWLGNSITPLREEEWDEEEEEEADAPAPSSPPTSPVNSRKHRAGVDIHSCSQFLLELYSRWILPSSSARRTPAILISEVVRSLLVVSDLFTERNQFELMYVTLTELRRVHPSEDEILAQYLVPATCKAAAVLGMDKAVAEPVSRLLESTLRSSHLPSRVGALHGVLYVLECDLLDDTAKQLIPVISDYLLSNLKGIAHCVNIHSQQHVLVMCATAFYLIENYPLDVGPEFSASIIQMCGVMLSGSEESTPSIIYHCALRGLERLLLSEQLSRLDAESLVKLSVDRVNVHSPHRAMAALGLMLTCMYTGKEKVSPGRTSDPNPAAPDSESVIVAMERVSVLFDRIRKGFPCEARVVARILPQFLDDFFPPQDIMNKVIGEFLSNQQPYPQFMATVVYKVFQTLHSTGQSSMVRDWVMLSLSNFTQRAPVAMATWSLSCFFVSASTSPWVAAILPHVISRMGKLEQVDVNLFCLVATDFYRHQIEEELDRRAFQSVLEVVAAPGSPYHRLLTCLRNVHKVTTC
# * = called active by the depositor; . = no result given; & = joins results of further samples. No stated cut-off is given here; in the data, active means inhibition above about 50%; inactive means the rest.
1) O=C(NCC1c2ccccc2CCN1C(=O)c1ccccc1)c1ccccc1 (stereo not drawn)
2) COc1ccc(C(O)=C2C(=O)C(=O)N(CCCn3ccnc3)C2c2ccc(N(C)C)cc2)cc1 (stereo not drawn)
3) CCn1cc2c3c(cccc31)CN(C(=O)Nc1ccc(OC)c(F)c1)CC2
4) CC(NC(=O)C1CCC(N2C(=O)c3ccccc3C2=O)CC1)c1ccccc1 (stereo not drawn)
5) Cc1cnc(N)c(C)n1
6) COc1ccc(-c2nc3ccc(C)cn3c2NC(=O)C(Cl)Cl)cc1OC
7) O=C(Cn1nnc2ccccc21)c1ccc([N+](=O)[O-])cc1
8) O=C(Cc1cccs1)N1CCN(c2ccccn2)CC1
9) CC(C)c1cc(C2CCCN2C(=O)c2ccccc2F)no1 (stereo not drawn)
10) CCc1cc2c(=O)c(-c3ccc4c(c3)OCO4)coc2cc1OC(C)=O
screen / no. | 1 | 2 | 3 | 4 | 5 | 6 | 7 | 8 | 9 | 10
Pf apPOL block | -5 | -4 | -3 | -2 | -8 | 33 | 2&-6 | -5 | -1 | 2
mHTT-CaM PPI inh | 7 | -3 | 4 | -1 | . | 52* | 5&1 | 1 | -2 | 10

11) CCCCCOc1ccc(/C=c2\sc3nc(=O)c(C)nn3c2=O)cc1
12) CCC(=O)N1CCc2cc(S(=O)(=O)Nc3cccc4c3CCCC4)ccc21
13) COc1ccc(C(=O)N2CC3CC(NC(=O)c4ccccc4)C2C3)c(OC)c1 (stereo not drawn)
14) O=C(NCCCn1cccc1)c1c(F)cccc1Cl
15) NS(=O)(=O)c1ccc(NC(=S)Nc2cccc(Cl)c2Cl)cc1
16) Cc1ccc2c(c1)N(c1cc(Cl)ccc1C)C=C(C#N)S2(=O)=O
17) CCOC(=O)C1CCC(CNC(=O)N2CCCn3nc(-c4cccnc4)cc3C2)CC1 (stereo not drawn)
18) O=C(NCc1ccc(-c2cccs2)s1)NC(=O)c1ccc(Cl)cc1
19) Cc1ccc(NC(=O)N2CCN(Cc3nc4cccnc4n3-c3ccccc3)CC2)c(C)c1
20) Cc1ccnn2c(-c3ccccc3)c3c(=O)n(C)c(=O)n(C)c3c12
screen / no. | 11 | 12 | 13 | 14 | 15 | 16 | 17 | 18 | 19 | 20
Pf apPOL block | -6 | -11 | -3 | -4 | -4 | 2 | 1 | -8&-4 | -3 | -9
mHTT-CaM PPI inh | 2 | -2 | 2 | -5 | . | -2 | 4 | . | 3 | -14

21) N#Cc1c(N)ncc2c1CCCC2
22) N#CC1=C(O)c2ccccc2N(S(=O)(=O)c2ccc(Cl)cc2)CC1
23) N=C1/C(=C/c2cccs2)C(=O)N=C2SC(C(F)(F)F)=NN12
24) Cn1nc(C(C)(C)C)c(NC(=O)c2cccs2)c1C(C)(C)C
25) Cc1c(NC(=O)COc2ccccc2[N+](=O)[O-])cccc1-c1nc2cc(Cl)ccc2o1
26) O=C(CN1C(=O)c2cccc([N+](=O)[O-])c2C1=O)Nc1ccc(OC(F)(F)F)cc1
27) COc1ccc(C(CCN2CCCC2)c2c(O)cc(OC)cc2OC)cc1 (stereo not drawn)
28) Cc1ccc(C)c(NC(=O)C2CCCC2)c1
29) COc1ccccc1CNC(=O)CN1CCC2(CC1)N=C(c1cccc(F)c1)C(=O)N2
30) Cc1ccc(NC(=O)c2cc([N+](=O)[O-])ccc2N2CCOCC2)cc1
screen / no. | 21 | 22 | 23 | 24 | 25 | 26 | 27 | 28 | 29 | 30
Pf apPOL block | -4 | -5 | 8 | -10&-8 | -7 | -3 | -4 | -5 | 7 | -2
mHTT-CaM PPI inh | -2 | . | 6 | . | 5 | -7 | 14 | 0 | 8 | 6

31) CCC(NC(=O)C1CCN(c2cncnc2N2CCOCC2)CC1)c1cccs1 (stereo not drawn)
32) O=C1OC(c2ccco2)=N/C1=C/c1cccc(Cl)c1
33) N#Cc1c(NC(=O)c2noc3c2CCCCC3)sc2c1CCCC2
34) O=C(c1cccnc1)N1CCCN(Cc2nc3ccc(Cl)cc3o2)CC1
35) C=CCc1cc(C)ccc1OCC(O)Cn1cnc2ccccc21 (stereo not drawn)
36) O=C(O)c1ccc2c(c1)C(=O)N(c1cccc(-c3nc4ccccc4c(=O)o3)c1)C2=O
37) CCn1nnc(NCc2ccc(-c3cc(Cl)ccc3Cl)o2)n1
38) Cc1cc(C)cc(N2C(=O)C3N=NN(c4ccc(C)c(F)c4)C3C2=O)c1 (stereo not drawn)
39) Cc1nc(CCNC(=O)C2CCCN2S(=O)(=O)c2cccc(C(F)(F)F)c2)cs1 (stereo not drawn)
40) C[C@H]1COc2cc(F)ccc2S(=O)(=O)N1
screen / no. | 31 | 32 | 33 | 34 | 35 | 36 | 37 | 38 | 39 | 40
Pf apPOL block | -6 | 0 | -2 | -2 | 1 | -7 | 0 | 1 | -3 | 1
mHTT-CaM PPI inh | -2 | 3 | -1 | 11 | 34 | 5 | -15 | -13 | 2 | -4

41) CCC(=O)N1CCc2c(c(COCc3ccccc3F)nn2C)C1
42) COc1ccc(-c2nc(-c3ccc(C)cc3)no2)cc1[N+](=O)[O-]
43) CC(=O)C1=C(O)C(=O)N(CCN2CCOCC2)C1c1cccc([N+](=O)[O-])c1 (stereo not drawn)
44) COCc1cc(=O)[nH]c(Nc2nc(C)c3ccc(C)cc3n2)n1
45) COCCn1cc2c3c(cccc31)CN(C(=O)c1ccc(OC)cc1C)CC2
46) COc1cccc(/C=C2/N=C(c3ccc(Cl)cc3Cl)OC2=O)c1OC
47) Cc1ccccc1CNC(=O)c1cnn2c3c(cnc12)CCCCCC3
48) CCS(=O)(=O)N1CCN(c2c(Cl)cccc2[N+](=O)[O-])CC1
49) O=C(c1ccccc1)N1CCc2c(nc3cc(-c4ccccc4)[nH]n3c2=O)C1
50) COc1cc2nc(C)[nH]c2cc1OC
screen / no. | 41 | 42 | 43 | 44 | 45 | 46 | 47 | 48 | 49 | 50
Pf apPOL block | 0 | 4 | -5 | 0 | -3 | -2 | -1 | -1&-18 | 51* | -5
mHTT-CaM PPI inh | 4 | 7 | -2 | 4 | 51* | -1 | -5 | 3&7 | 49 | 0

51) O=C(O)CN1C(=O)C(=O)c2cc([N+](=O)[O-])ccc21
52) CCC(CC)C(=O)NCc1ccccc1
53) Cc1cc(C)c(S(=O)(=O)N2CCc3ccccc3C2)cc1[N+](=O)[O-]
54) Cc1cc(C2CCCN2C(=O)Nc2ccc(Br)cc2)on1 (stereo not drawn)
55) O=C(NCc1ccc(F)cc1)c1noc2c1CCCC2
56) Cc1cccc(-c2[nH]ncc2-c2ccc3ncccc3n2)n1
57) O=C(CSc1ccccc1)Nc1ccc(/C=C/C(=O)c2ccco2)cc1
58) COc1cc(C(=O)N2CCN(Cc3ccc4c(c3)OCO4)CC2)c([N+](=O)[O-])cc1OC
59) Cc1ccccc1C(=O)NC1CCN(c2ccccc2C(=O)N2CCCC2)CC1
60) CN1CCN(CCNc2nc(C3CC3)nc3c2CCC3)CC1
screen / no. | 51 | 52 | 53 | 54 | 55 | 56 | 57 | 58 | 59 | 60
Pf apPOL block | 7 | -2 | -11 | -4 | 0 | 0 | 1 | -12 | -6 | -5
mHTT-CaM PPI inh | 2 | 1 | 0 | -8 | -13 | . | 28 | -4 | 8 | -1

# Record cards (already shown). Values in the order: Pf apPOL block	mHTT-CaM PPI inh
# Shown for Cc1cc(C)c(S(=O)(=O)N2CCc3ccccc3C2)cc1[N+](=O)[O-] : -11	0
# Shown for CCC(CC)C(=O)NCc1ccccc1 : -2	1
# Shown for CN1CCN(CCNc2nc(C3CC3)nc3c2CCC3)CC1 : -5	-1
# Shown for Cc1cccc(-c2[nH]ncc2-c2ccc3ncccc3n2)n1 : 0	.
# Shown for O=C(NCc1ccc(F)cc1)c1noc2c1CCCC2 : 0	-13

# Later entries.
61) Cc1c(Cl)cccc1NS(=O)(=O)c1ccc2[nH]cc(C(=O)N3CCCCCC3)c(=O)c2c1
62) CCCc1nc2c(c(=O)n1CC(=O)Nc1ccccc1)CCN(Cc1ccccc1)C2
63) CCOC(=O)C1CCN(c2ncnc3scc(-c4ccccc4)c23)CC1
64) CC(=O)Nc1ccc(S(=O)(=O)N2CCN(c3cc(OC(C)C)nc(C)n3)CC2)cc1
65) CCc1cc(C(=O)Nc2ccc(C#N)cc2)nc2ccnn12
66) FC(F)C(F)(F)C1=CC(c2ccccc2)=NCCN1
67) O=C(CC12CC3CC(CC(C3)C1)C2)NCc1ccc(F)cc1
68) O=C(c1c(Cl)cccc1Cl)N1CCN(c2ccc([N+](=O)[O-])cc2)CC1
69) CCc1onc(C)c1C1CCCN1C(=O)c1cc(C(F)(F)F)nn1C (stereo not drawn)
70) Cc1cc(Sc2nnc(N=CN(C)C)s2)c2ccccc2n1
screen / no. | 61 | 62 | 63 | 64 | 65 | 66 | 67 | 68 | 69 | 70
Pf apPOL block | 7 | 0 | -1&-8 | -2 | 0 | -3 | 2 | -5 | 0 | -1&-7
mHTT-CaM PPI inh | 3 | 1 | . | -11 | -11 | -2 | -13 | 4 | -5 | .

# Reprinted at random: four entries already listed.
70) Cc1cc(Sc2nnc(N=CN(C)C)s2)c2ccccc2n1
66) FC(F)C(F)(F)C1=CC(c2ccccc2)=NCCN1
63) CCOC(=O)C1CCN(c2ncnc3scc(-c4ccccc4)c23)CC1
67) O=C(CC12CC3CC(CC(C3)C1)C2)NCc1ccc(F)cc1
screen / no. | 70 | 66 | 63 | 67
Pf apPOL block | -1&-7 | -3 | -1&-8 | 2
mHTT-CaM PPI inh | . | -2 | . | -13

# Additional structures follow:
71) CC1CCCC(NC(=O)c2cc(=O)[nH]c3ccc(S(=O)(=O)N4CCCCC4C)cc23)C1C (stereo not drawn)
72) COc1ccccc1NC(=O)c1ccnc(N2CCC(C(=O)Nc3ccccc3F)CC2)c1
73) CCCCOc1ccccc1NC(=O)c1ccc(Cl)cc1
74) CN(C)CCNC(=O)c1ccc(NC(=O)C2CC2)cc1N1CCCCCC1
75) Cn1nc(C(F)(F)F)cc1-c1ccc(C=Nc2ccc(Cl)cc2)s1
76) Cc1ccc(N2C(=O)CC(NCCc3c[nH]c4ccccc34)C2=O)cc1 (stereo not drawn)
77) CCOc1ccccc1C(=O)N1CCC(CCOC)CC1
78) CC(C)N1C(=O)CC2(Oc3ccccc3O2)C1=O
79) CC(=O)Nc1ccc(S(=O)(=O)Nc2ccc(OCc3ccccc3)cc2)cc1
80) Cc1ccnc(NC(=O)c2cccc(S(=O)(=O)N3CCCCCC3)c2)c1
screen / no. | 71 | 72 | 73 | 74 | 75 | 76 | 77 | 78 | 79 | 80
Pf apPOL block | -16 | 1 | -18 | -2 | -3 | -2 | 67* | -11 | -3 | -3
mHTT-CaM PPI inh | 8 | -4 | -44 | 13 | . | 18 | -4 | 0 | 22 | -8

81) COc1ccc(OC)c(NC(N)=Nc2nc(C)cc(=O)[nH]2)c1
82) COc1cc(-c2nc(-c3c(F)cccc3F)no2)cc(OC)c1OC
83) Nc1ncnc(NCCC(c2ccccc2)c2ccccc2)c1[N+](=O)[O-]
84) CC(=O)Nc1cccc(C(=O)Nc2ccccc2Cl)c1
85) COc1ccc(C(=O)Nc2nc3ccccc3s2)cc1Br
86) COc1cc(/C=C2/SC(=Nc3ccccc3)NC2=O)ccc1OCC#N
87) CCSc1nnc2c(n1)[nH]c1ccc(CC)cc12
88) COc1cccc(C(=O)NCc2ccc3[nH]c4c(c3c2)CCCC4)c1OC
89) CC(=O)N1CCC(C(=O)O)CC1
90) COc1nn(C)cc1C(=O)Nc1ccc(C(=O)NCc2cccs2)cc1
screen / no. | 81 | 82 | 83 | 84 | 85 | 86 | 87 | 88 | 89 | 90
Pf apPOL block | -1 | -5 | 1 | 10 | -4 | -16 | 2 | 0 | 10&-4 | -10
mHTT-CaM PPI inh | 18 | 1 | 1 | -7 | -8 | 54* | -2 | 44 | . | -16

# Looked up above.
# mHTT-CaM PPI inh, COc1cc(-c2nc(-c3c(F)cccc3F)no2)cc(OC)c1OC is entered as 1
# Pf apPOL block, COc1cc(/C=C2/SC(=Nc3ccccc3)NC2=O)ccc1OCC#N is entered as -16
# Pf apPOL block, COc1nn(C)cc1C(=O)Nc1ccc(C(=O)NCc2cccs2)cc1 is entered as -10
# Pf apPOL block, CC(=O)N1CCC(C(=O)O)CC1 is entered as 10&-4
# mHTT-CaM PPI inh, CC(=O)Nc1cccc(C(=O)Nc2ccccc2Cl)c1 is entered as -7

# Remaining list, next part
91) CCc1ccccc1NC(=O)c1cc2cc3ccc(OC)cc3nc2o1
92) Cc1c(N(C)C(=O)c2cccc([N+](=O)[O-])c2)c(=O)n(-c2ccccc2)n1C
93) N#Cc1sc2nc3ccccc3n2c1N
94) O=C(NCC1CC1)c1ccc(N2CCNC(c3ccccc3)C2)nc1 (stereo not drawn)
95) CC(C)NC(=O)c1csc(COc2cc(Cl)ccc2Cl)n1
96) CN(CCN1C(=O)CSC1c1ccc(F)cc1)C(=O)NC(C)(C)C (stereo not drawn)
97) CN(C)C(=O)c1cc2c(s1)CCC(C(=O)NCc1ccc(N3CCOCC3)cc1)C2 (stereo not drawn)
98) COc1cc(NC(=O)CS(=O)(=O)c2ccc(C(F)(F)F)cc2Cl)c(OC)cc1Cl
99) CCOC(=O)N1CCN(C(=O)Cn2c(-c3ccccn3)nc3ccccc32)CC1
100) COc1ccc(C2C3=C(CCCC3=O)Nc3nc(-c4cccc(Cl)c4)nn32)cc1OC (stereo not drawn)
101) COCCC1CCN(C(=O)CC2CCN(C(C)=O)CC2)CC1
102) O=C(Nc1ccc([N+](=O)[O-])cc1Cl)c1ccncc1
103) O=C(Cc1cccs1)N1CCN(c2nc(CN3CCCCC3)cs2)CC1
screen / no. | 91 | 92 | 93 | 94 | 95 | 96 | 97 | 98 | 99 | 100 | 101 | 102 | 103
Pf apPOL block | -5 | -15 | -7 | 0 | -3 | -3 | -1 | -3 | -6 | -6 | -2 | 4 | 0
mHTT-CaM PPI inh | -7 | 1 | . | 6 | -22 | 3 | -1 | 2 | -16 | 18 | -7 | -4 | 43

# Assay outcomes (PubChem BioAssay)

# No enrichment for hits. Share with any hit: about 3.6%.
